RAD54 branch = blocks human RAD54 Holliday junction branch migration | Q92698 | FAM/BHQ fluorescence | inhibition, % at 10.4 µM | 360,000 tested, 0.14% active;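 active = mean normalized replicate activity at least 40 and at least half of replicates scoring 40 or more; inconclusive = only one of the two criteria met; inactive = mean below 40 and under half of replicates reaching 40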;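 also: 0% = median of neutral control wells and 100% = median of positive control wells; inhibitors cause a drop in the FAM fluorescence signal; in these data hits start at about 50%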
CASP6 VEID inh = blocks human caspase-6 cleavage activity | P55212 | purified caspase-6, Z-VEID-R110 cleavage fluorescence | inhibition, % at 12.5 µM | 350,000 tested, 0.53% active;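 active = mean inhibition across replicates at least about 35%, with every replicate also reaching that limit, limit read from the data; inconclusive = only one of the two criteria met; inactive = neither criterion met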;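 also: 0% = median of neutral control wells and 100% = no fluorescence left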
Target sequence (P55212 24-179 limits assumed): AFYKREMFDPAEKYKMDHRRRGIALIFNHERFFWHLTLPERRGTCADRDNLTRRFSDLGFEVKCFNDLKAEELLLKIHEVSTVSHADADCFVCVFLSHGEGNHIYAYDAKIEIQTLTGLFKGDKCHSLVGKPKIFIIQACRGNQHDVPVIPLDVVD
Target sequence (P55212 194-293 limits assumed): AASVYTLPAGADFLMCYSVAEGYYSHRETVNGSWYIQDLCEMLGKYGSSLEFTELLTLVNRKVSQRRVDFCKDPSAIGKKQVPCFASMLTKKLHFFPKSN
esBAF inh = inhibitors of esBAF chromatin remodeling in mouse ES cells; reporter increase, % at 12.5 µM; Bmi1-luciferase knock-in reporter, 24 h; 100% = twice the neutral-well signal; 350,000 tested, 2% active; in the data active = activation above about 40%; inconclusive = no clear call, values can overlap the other calls;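 also: 0% = median of the plate's neutral control wells and 100% = double that signal; a rise in the Bmi1 reporter signal indicates esBAF inhibition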
PglD DTNB = PglD (C. jejuni) enzyme inhibition | purified PglD enzyme, DTNB colorimetric CoA detection | inhibition, % at 12.5 µM | 360,000 tested, 0.098% active; in the data active = inhibition above about 16%, passing the limit was not always enough; inconclusive = no clear call, values can overlap the other calls; also: strong numbers were not always called active
RAD52 inh = inhibitors of human RAD52 DNA annealing | P43351 | recombinant RAD52 DNA annealing, FRET fluorescence | inhibition, % at 18.7 µM | 360,000 tested, 0.46% active;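 active = every replicate showing at least 50% inhibition; inconclusive = mean inhibition at least 50% but not in every replicate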
ARNT-TACC3 inh = ARNT/TACC3 interaction disruption; AlphaScreen His-ARNT PAS-B/GST-TACC3 binding, luminescence; TACC3 fragment carries E629A point mutation; AID 623870; inhibition, % at 9.99 µM; 390,000 tested, 0.66% active; Q9Y6A5;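 active = mean inhibition of replicates at least 50% and at least half of replicates each reaching 50%; inconclusive = half or more replicates reach 50% but mean below 50%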;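 also: 0% = complete ARNT plus TACC3 wells and 100% = ARNT alone without TACC3; many hits fall short of the cut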
ERp5 block = blocks human ERp5 reductase activity on insulin | ERp5 insulin aggregation, absorbance 650 nm, 90 min | inhibition, % at 9.99 µM | 350,000 tested, 0.05% active;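 active = mean replicate inhibition above about 25%, with every replicate also reaching it, limit read from the data, passing the limit was not always enough; inconclusive = only one of those two criteria met; inactive = neither criterion met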
E-selectin induc = E-selectin induction on HUVECs | 260,000 tested, 0.37% active | P16581 | AID 686992 | activation, % at 7.58 µM | HUVEC E-selectin immunofluorescence imaging; normalized: neutral wells 0, TNF-alpha wells 100;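 active = mean E-selectin-positive cell signal at least 10% of the positive control, reached in at least 60% of replicates, without over 20% cell loss; inconclusive = no rule given, readout overlaps actives, possibly toxicity-flagged; inactive = the rest, including those meeting only one limit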;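 also: in these data hits start at about 27%; measured in HUVEC primary endothelial cells; signal is the percent of cells scored E-selectin positive by PE staining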
Target sequence (P16581 whole entry, looked up): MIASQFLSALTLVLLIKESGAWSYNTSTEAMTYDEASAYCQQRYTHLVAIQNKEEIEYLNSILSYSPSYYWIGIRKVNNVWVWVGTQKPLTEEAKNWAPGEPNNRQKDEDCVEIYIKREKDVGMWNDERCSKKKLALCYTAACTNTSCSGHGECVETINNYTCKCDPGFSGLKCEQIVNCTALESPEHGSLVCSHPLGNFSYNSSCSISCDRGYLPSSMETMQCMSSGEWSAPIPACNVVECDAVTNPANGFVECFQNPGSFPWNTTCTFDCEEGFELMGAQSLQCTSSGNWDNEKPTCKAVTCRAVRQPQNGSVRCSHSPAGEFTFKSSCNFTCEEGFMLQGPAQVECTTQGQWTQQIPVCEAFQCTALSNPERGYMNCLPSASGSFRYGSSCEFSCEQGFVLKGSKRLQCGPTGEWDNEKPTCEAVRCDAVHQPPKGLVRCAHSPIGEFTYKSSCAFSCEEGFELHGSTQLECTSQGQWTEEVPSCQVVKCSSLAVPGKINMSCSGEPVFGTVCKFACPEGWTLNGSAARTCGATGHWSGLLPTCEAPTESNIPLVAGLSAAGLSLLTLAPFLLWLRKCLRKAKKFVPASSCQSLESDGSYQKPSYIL
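Test system – human umbilical vein endothelial cells (HUVEC), E-selectin induction · Input – 3,000 HUVEC seeded per well · Buffer or medium – EGM-2, gelatin · Compound dosing – single-point compound dose · Detection – immunofluorescence imaging · Measure – percent E-selectin-positive cells · Controls – TNF-alpha high, DMSO low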
* marks the source's active call; other numbers are inactive results; ? = inconclusive; nt = not tested or not shown.

SMILES	RAD54 branch	CASP6 VEID inh	esBAF inh	PglD DTNB	RAD52 inh	ARNT-TACC3 inh	ERp5 block	E-selectin induc
CC1(c2nnc(-c3ccc(F)cc3)o2)CC(c2cccnc2)=NO1 (stereo not given)	9	0	-4	-3	-5	1	2	0.1
O=C(Nc1ccc(C(=O)Nc2ccccc2Cl)cc1)c1cccnc1	4	2	?	4	-17	2	-1	nt
CNC[C@H]1Oc2c(NC(=O)Nc3ccc(C(F)(F)F)cc3)cccc2C(=O)N([C@H](C)CO)C[C@@H]1C	7	-3	7	-1	8	24	-1	0.0
O=C(NNC(=S)Nc1ccccc1Cl)c1ccccc1	4	-2	71*	3	-9	6	3	-0.4
O=C(CCCCn1c(=O)[nH]c2ccsc2c1=O)NCCc1ccccc1	-9	3	3	-3	-22	1	4	0.1
O=C(C[C@@H]1CC[C@@H]2[C@H](COC[C@@H](O)CN2C(=O)Nc2ccc(Cl)c(Cl)c2)O1)NCc1ccc(Cl)cc1	-11	0	17	0	-2	6	-3	0.0
COc1cccc(NC(=O)c2nn(C)c(C(=O)Nc3cccc(OC)c3)c2[N+](=O)[O-])c1	-11	2	-12	-1	-6	11	-3	0.2
COc1ccc(CNS(=O)(=O)c2cc3c(cc2C)N(C)CCO3)cc1	5	-2	1	4	-20	4	5	nt
O=C(COC(=O)c1ccc(O)cc1)Nc1cccc(S(=O)(=O)N2CCCCC2)c1	nt	1	4	-4	-19	-2	-3	3.1
C[C@@H]1CN([C@@H](C)CO)S(=O)(=O)c2ccc(-c3cccnc3)cc2O[C@@H]1CN(C)Cc1ccncc1	-7	0	4	-5	-1	-6	-15	-0.2
O=C(NC1CCCC1)C1CCC(=O)N1C1CCCC1 (stereo not given)	-1	nt	-5	-1	nt	1	nt	nt
O=C(Nc1cc(C(F)(F)F)ccc1N1CCOCC1)c1cccnc1Cl	-4	nt	1	-6	nt	-7	nt	nt
CC(=O)N1CC(=O)N2[C@H](CO)[C@H](c3ccc(-c4ccc(C(=O)N(C)C)cc4)cc3)[C@@H]2C1	nt	3	nt	nt	8	nt	-4	0.2
O=C(NCC1CC1)c1ccc(Nc2nc3ccc(Br)cc3[nH]2)cc1	-4	5	2	6	-1	3	2	0.5
C[C@H](CO)N1C[C@H](C)[C@@H](CN(C)C(=O)Nc2ccc(F)cc2)Oc2ccc(NS(=O)(=O)c3ccc(F)cc3)cc2C1=O	-6	nt	-5	0	9	6	2	1.0
CC1CCCCN1C(=O)c1cccc(NC(=O)c2ccccc2)c1 (stereo not given)	nt	-2	nt	nt	-9	-1	2	24
COc1cccc(-c2ccc([C@H]3[C@@H](CO)N(C(C)=O)C34CN(C(C)=O)C4)cc2)c1	nt	0	nt	nt	-23	nt	3	-0.2
Clc1ccc(C2[C@H]3CN(CC4CCCCC4)[C@H](c4ccccc4)C34CC2(c2cccnc2)C4)cn1 (stereo not given in full)	-2	-3	14	-5	-32	3	3	0.0
COc1ccc(Br)c(C(=O)OCC(=O)NC2CCCCCC2)c1	-12	3	3	-3	-7	-2	1	nt
CC(NC(=O)c1ccc2c(c1)OCO2)c1ccccc1 (stereo not given)	-3	-2	-1	7	-8	-1	1	nt
Cc1ccc(-c2cnc3c(c2)C(=O)N([C@H](C)CO)C[C@H](C)[C@H](CN(C)CC2CCOCC2)O3)cc1	-3	5	1	-1	12	-4	-18	0.1
C[C@H](CO)N1C[C@H](C)[C@@H](CN(C)S(=O)(=O)c2cn(C)cn2)Oc2ccc(NS(C)(=O)=O)cc2C1=O	-16	1	-6	2	-3	4	19	12
CC(C)Cn1c(-c2nn(C)cc2Cl)n[nH]c1=S	-5	nt	-5	1	nt	0	nt	nt
CCCN1[C@@H]2c3ccc(-c4cccnc4)c(=O)n3C[C@@H]2[C@@H](CO)[C@@H]1C(=O)NC1CCCC1	nt	1	nt	nt	-10	nt	0	-0.2
COC(=O)c1ccc(C(NC(=O)OCc2ccccc2)/C(F)=C/[C@@H](C)C(=O)O)cc1 (stereo not given in full)	-11	2	1	6	-7	nt	-3	-0.1
Cc1ccc(C(=O)Nc2cccc([N+](=O)[O-])c2)cc1S(=O)(=O)Nc1cccc(C(=O)O)c1	nt	12	nt	nt	-11	16	-1	nt
Cc1ccsc1C(=O)NNC(=S)NCC(C)C	nt	1	9	nt	-8	18	4	nt
COc1ccc2cc(Br)ccc2c1CC(=O)N(C)C	-1	1	2	6	-23	-26	1	nt
CCC(Sc1ncccc1C(=O)Oc1cccc([N+](=O)[O-])c1)C(=O)Nc1ccccc1OC (stereo not given)	nt	5	nt	nt	-11	24	-7	nt
COCC(=O)Nc1ccc2c(c1)[C@H]1C[C@H](CC(=O)NCc3ccc(OC)cc3)O[C@H](CO)[C@H]1O2	8	4	-1	0	-13	-3	7	1.0
O=C(NCCC1=CCCCC1)c1cnccn1	-5	nt	23	14	nt	2	nt	nt
Cc1ccc(Nc2nnc(-c3ccc4c(c3)OCO4)o2)c(C)c1	-5	-3	34	0	1	-6	2	-0.1
CCOC(=O)C1(Cc2ccccc2)CCCN(CCO)C1 (stereo not given)	nt	0	nt	nt	-5	-4	0	-0.5
N#Cc1ccc(S(=O)(=O)NC2CCN(Cc3ccccc3)CC2)cc1	nt	-4	nt	nt	-58	-2	-1	nt
Cc1c(CC(=O)NCC(=O)O)c(=O)oc2cc3occ(-c4ccccc4)c3cc12	-16	-2	2	12	-15	25	1	nt
CCOC(=O)CCCNC(=O)COC(=O)c1cc(Br)c(Br)s1	nt	-1	0	nt	-9	2	?	-0.2
CCN(CC)C1CCN(C(=O)c2cc(COc3ccc(-n4cncn4)cc3)on2)C1 (stereo not given)	-6	-1	-3	3	-9	-4	3	nt
NNc1nc(N)c2c(n1)-c1ccccc1CC21CCCC1	nt	-3	nt	nt	-29	6	0	nt
CNC(=O)C[C@@H]1CC[C@@H]2[C@H](COc3ccc(NC(=O)C4CC4)cc3C(=O)N2C)O1	-5	nt	-1	0	nt	29	nt	0.0
CO[C@H]1CN(C)C(=O)c2ccc(NS(=O)(=O)CC(F)(F)F)cc2OC[C@@H](C)N(C)C[C@H]1C	-4	-2	-1	-1	-9	1	3	-0.2
CC(Sc1nc(C(C)(C)C)cc(-c2ccccc2)c1C#N)C(=O)Nc1ccccc1 (stereo not given)	13	nt	nt	-6	nt	0	nt	1.1
CCCNC(=O)N1CC2(C1)[C@H](c1ccccc1)[C@H](CO)N2C(=O)C1CC1	nt	1	nt	nt	-14	nt	7	0.5
O=c1c2ccccc2nc(-c2ccccc2)n1CCN1CCOCC1	9	nt	-1	-2	nt	4	nt	nt
Cc1nnc(SC(C)C(=O)Nc2ccc(Cl)cc2Cl)[nH]c1=O (stereo not given)	10	24	-1	13	-9	-1	-6	2.1
O=c1sc2ccccc2n1COc1ccc(Cl)cc1	3	nt	23	10	nt	-3	nt	nt
COCC#Cc1cnc2c(c1)C(=O)N([C@@H](C)CO)C[C@H](C)[C@@H](CN(C)C(=O)c1cccnc1)O2	0	-1	5	1	-4	3	3	0.4
N#Cc1ccc(Oc2nc(C(N)=O)cc(-c3ccccc3)n2)cc1	2	1	-2	1	-2	-4	-1	nt
Cc1ccc(NC(=O)C(C)OC(=O)COc2cccc(C(F)(F)F)c2)cc1 (stereo not given)	0	-1	1	-1	-9	-2	2	nt
CSc1ccccc1C(=O)NC(C)c1ccc(-n2ccnc2)cc1 (stereo not given)	-12	-8	-11	6	-3	3	-15	0.0
C[C@@H]1CN([C@H](C)CO)C(=O)c2cc(NC(=O)c3ccccc3)ccc2O[C@@H](C)CCCCO[C@H]1CN(C)S(=O)(=O)c1ccc(Cl)cc1	-1	1	-1	5	-33	-1	-1	0.9

Following part
SMILES	RAD54 branch	CASP6 VEID inh	esBAF inh	PglD DTNB	RAD52 inh	ARNT-TACC3 inh	ERp5 block	E-selectin induc
CCCNC(=O)C[C@@H]1CC[C@@H]2[C@H](COC[C@@H](O)CN2Cc2cccc(F)c2)O1	-4	-1	-5	3	2	-3	1	-0.1
CCC(=O)N1CC2(C1)[C@H](c1ccc(-c3ccc(F)cc3)cc1)[C@@H](CO)N2S(C)(=O)=O	nt	0	nt	nt	-18	nt	1	-0.1
CCN(CCS(=O)(=O)c1ccc(Cl)cc1)C(=O)Nc1ccc(Cl)cc1	nt	8	nt	nt	-6	0	-1	nt
CCOc1ccc(OCCC(=O)OCC(=O)c2c(N)n(C)c(=O)n(C)c2=O)cc1	-1	2	1	5	-1	3	2	1.7
Cc1nnc(SCC(=O)N2CCCC(N3CCN(c4ccc(F)cc4)CC3)C2)o1 (stereo not given)	-1	1	-12	2	-57	-26	0	-0.3
Cc1ccc(-c2ccc(C(=O)O)o2)cc1Cl	13	-1	nt	-2	-12	-8	-2	-2.2
Cc1cc(C)nc(SCCn2c(N3CCOCC3)nc3c2c(=O)[nH]c(=O)n3C)n1	nt	-3	nt	nt	4	-9	4	nt
Cc1sc2ncnc(N3CCC(C(=O)Nc4ccc(Cl)cc4Cl)CC3)c2c1C	nt	-1	nt	nt	-14	nt	-9	0.1
COc1ccc(NC(=S)NC2CCCC2)c(OC)c1	2	-2	4	3	1	-14	0	nt
CCOc1ccc(OCC)c(NC(=O)CCS(=O)(=O)c2ccc(C)cc2)c1	10	0	-2	-1	-4	1	4	0.1
C/C(=N\NC(=O)c1cccc([N+](=O)[O-])c1)c1ccco1	0	0	7	5	-24	2	-2	0.1
C/C=C/c1ccc2c(c1)[C@H]1[C@H](CCN1S(=O)(=O)c1ccc(C)cc1)[C@H](CO)N2	1	4	0	0	-26	-6	4	-0.1
CCOC(=O)c1c(NC(=O)c2cccs2)sc(C(=O)N(C)C)c1C	-7	nt	2	1	nt	-5	nt	nt
N#C[C@H]1[C@H](c2ccccc2-c2ccccc2F)[C@@H](CO)N1C(=O)C1CCC1	nt	0	nt	nt	7	nt	-1	0.0
COc1cccc(N2CC34C=CC(O3)C(C(=O)O)C4C2=O)c1 (stereo not given)	3	nt	19	7	nt	4	nt	-0.3
COc1ccc(N(CC(=O)NC2CCCC2)C(=O)Cn2nnc(-c3ccc(OC)c(OC)c3)n2)c(OC)c1	4	2	-5	-4	-7	1	2	-0.1
COc1ccc(NC(C)C(=O)Nc2cc(C(F)(F)F)ccc2N2CCOCC2)c(OC)c1 (stereo not given)	-8	1	nt	-13	0	24	3	-0.1
O=C(c1cccs1)N1C[C@@H](O)[C@H](n2cc(-c3ccc(F)cc3)nn2)C[C@@H]1c1ccc(Cl)cc1	-4	1	-6	-3	-11	nt	7	nt
COc1ccc([C@H]2CC(=O)C=C(c3ccc4c(c3)OCO4)C2)cc1	4	-3	11	-3	-16	-1	3	0.0
Cc1ccc(NC(=O)c2cc(C(=O)c3cc(Cl)ccc3O)cn(-c3ccc(C)cc3)c2=O)cc1	-11	1	nt	1	-28	10	1	nt
Cc1c(-c2ccccc2)nc(N)c(C#N)c1-c1cccs1	2	nt	4	-1	nt	-2	nt	-0.2
CC(=O)N(/N=C1\Sc2ccccc2C1=O)c1ccccc1	-3	nt	81*	8	nt	6	nt	nt
COC(=O)C[C@H]1CC[C@H]2[C@H](COc3ccc(NC(=O)C4CC4)cc3C(=O)N2C)O1	-3	0	-2	1	-3	5	3	0.0
CC(C)c1nc(SCC(=O)c2ccc(F)cc2)c2ccccc2n1	nt	2	nt	nt	-15	1	0	-3.2
CCNC(=O)C[C@@H]1CC[C@H]2[C@H](COc3ccc(NC(=O)Nc4cccc(OC)c4)cc3C(=O)N2C)O1	-6	nt	-6	-3	nt	5	nt	0.0
CCCCCCCCC#Cc1nc(C)ccc1OC	-18	0	2	2	-16	-4	-11	nt

Compound activity (PubChem)
